# High-throughput results from PubChem BioAssay.
# NCI-60 one-dose screen, 48 h, at 10 µM unless noted. Numbers give growth in % (100 = growth as untreated, 0 = no growth, -100 = all killed).
# SR = SR leukemia cells; 73,000 tested, 8.7% active; AID 1794780
# MCF7 = MCF7 breast cancer; 82,000 tested, 6.3% active; AID 1794796
# BT-549 = BT-549 breast cancer; 78,000 tested, 4.4% active; AID 1794793
# MDA-MB-468 = MDA-MB-468 breast cancer; 78,000 tested, 8.5% active
# MDA-MB-435 = MDA-MB-435 melanoma; 82,000 tested, 7.8% active; AID 1794794
# MOLT-4 = MOLT-4 leukemia cells; 80,000 tested, 6.9% active
# MDA-MB-231 = MDA-MB-231 breast cancer | 81,000 tested, 5% active | AID 1794789
# K-562 = K-562 leukemia | 78,000 tested, 7.4% active
# Numbers without * were called inactive; / = not tested or not shown; & = joins results of further samples; [ ] = dose if it differs, or a comment. Rule for the calls: active = growth percent below 10; inactive = the rest.
# Values run as follows: SR	MCF7	BT-549	MDA-MB-468	MDA-MB-435	MOLT-4	MDA-MB-231	K-562
N/C(=N\c1nc2ccccc2s1)NC(=O)N1CCC(O)CC1
 : 50	67	65	46	95	68	/	62
CCc1cccc2c3c(sc12)C(c1ccc(Cl)cc1)c1c(nc(-c2ccc(Cl)cc2)[nH]c1=O)O3 (centres undefined)
 : 52	41	96	88	102	75	76	68
O=C(CI)NC(=O)NC(=O)NCc1ccccc1
 : -5.9*	12	37	66	21	-24*	11	-60*
COc1ccc(-c2cnc(-c3ccncc3-c3cccc(OC)c3)o2)cc1
 : 10	16	37	32	4.9*	11	-9.9*	7.1*
COc1ccc(S(=O)(=O)NCCNc2nccc(-c3c(-c4ccccc4)nc4sccn34)n2)cc1
 : 13	4.0*	35	37	11	5.2*	37	18
CCOC(=O)CCCOc1ccc(/C=C2\CC/C(=C\c3ccc(OCCCC(=O)OCC)c(OC)c3)C2=O)cc1OC
 : 76	84	102	102	97	65	117	68
O=C1/C(=C/c2ccc(O)cc2)CSc2ccc(Cl)cc21
 : 63	21	82	30	71	22	77	64
Nc1ccc(S(=O)c2ccc(N)cc2)cc1
 : 106	98	98	82	103	118	105	106
COc1cc2cc(NCc3ccc(OCC(N)=O)c(OC)c3)nc(C)c2cc1OC
 : 93	106	89	94	109	100	96	96
O=C(Nc1nc2ccc(C(=O)N3CCN(/C=C/c4ccccc4)CC3)cc2s1)c1ccc(NCCc2ccccc2)c([N+](=O)[O-])c1
 : -14*	16	72	23	56	27	66	-19*
N#CC1CCc2c(c(-c3ccc4nc(N)sc4c3)nc3ccc4[nH]ncc4c23)C1 (centres undefined)
 : 9.0*	22	65	21	-2.8*	17	55	30
O=c1cc(N2CCN(Cn3cncn3)CC2)c2ccccc2n1-c1ccccc1
 : 100	90	/	112	107	103	86	104
O=C(NNc1nc2cc(F)ccc2n2cccc12)c1ccncn1
 : 8.7*	7.6*	22	-15*	31	12	41	15
O=C1/C(=C/C=C/c2ccccc2)SC(=Nc2ccccc2)N1Cc1nc2ccccc2[nH]1
 : 116	88	/	98	125	80	104	88
COc1ccc(C(=O)CC(Sc2ccccc2N)c2ccc(OC)cc2)cc1 (centres undefined)
 : 74&91	95&89	89&104	99&104	105&109	77&86	104&88	74&95
O=P(O)(Cc1ccccc1)c1ccccc1
 : 112	104	108	104	101	102	108	108
O=C(Nc1ccc([N+](=O)[O-])cc1)N1CCC2N(C(=O)Nc3ccc([N+](=O)[O-])cc3)CCC3N(C(=O)Nc4ccc([N+](=O)[O-])cc4)CCC1N23 (centres undefined)
 : 79	101	101	104	99	93	87	95
CCOC(=O)C1=C(C)NC(=S)NC1c1ccccc1 (centres undefined)
 : 94	100	110	98	102	/	-96*	/
COc1ccc(C(=O)c2sc3nc(-c4ccccc4OC)ccc3c2N)cc1OC
 : 22	62	21	67	32	-45*	64	25
CCOC(=O)c1c(NC(=O)c2ccc([N+](=O)[O-])cc2)sc2c1CCCC2
 : 97	96	105	118	103	91	88	97
CS(=O)(=O)Nc1ccc(C(=O)NC(C(=O)NO)c2ccc(C3CCCC3)cc2)cc1 (centres undefined)
 : 133	93	100	90	102	97	101	50
COc1cc(NC(=O)c2cc3ccccc3nc2Nc2ccc(F)cc2)cc(OC)c1OC
 : 36	24	31	-1.0*	27	12	51	37
CN1C(=O)C(=Cc2ccc(OCC(=O)N3CCCC3)cc2)C(=O)N(C)C1=O
 : 92	93	94	108	108	108	109	101
Nc1cc(N)c(S(=O)(=O)O)cc1N=Nc1cc([N+](=O)[O-])ccc1O
 : 90	95	105	102	112	91	103	81
COc1cc(-c2c(C#N)nnn2-c2cc(OC)c(OC)c(OC)c2)cc(OC)c1OC
 : 72	95	98	88	98	88	107	97
COc1ccc(N=C2NN=C(c3ccccc3)CS2)cc1
 : 108	96	193	/	93	95	94	108
CCCCN1C(=O)c2cccc3c(-c4ccc(-c5nc6c7ccccc7c7ccccc7c6[nH]5)cc4)ccc(c23)C1=O
 : 72	82	103	114	105	89	95	82
Cc1ccc(N=Nc2c(N)nn3c(-c4ccc(C)cc4)c(-c4nc5ccccc5s4)c(N)nc23)cc1
 : 135	90	107	83	103	105	108	116
CC(=O)CSc1nc(-c2cnccn2)cc(-c2cccs2)c1C#N
 : 108	82	88	75	89	87	84	100
Cn1c(N)c(N=O)c(=O)[nH]c1=O
 : 98	106	93	115	108	96	112	93

# Structural class, those above containing a cyano group
# Values run as follows: SR	MCF7	BT-549	MDA-MB-468	MDA-MB-435	MOLT-4	MDA-MB-231	K-562
N#CC1CCc2c(c(-c3ccc4nc(N)sc4c3)nc3ccc4[nH]ncc4c23)C1 (centres undefined)
 : 9.0*	22	65	21	-2.8*	17	55	30
COc1cc(-c2c(C#N)nnn2-c2cc(OC)c(OC)c(OC)c2)cc(OC)c1OC
 : 72	95	98	88	98	88	107	97
CC(=O)CSc1nc(-c2cnccn2)cc(-c2cccs2)c1C#N
 : 108	82	88	75	89	87	84	100

# Structural class, the compounds so far with a thiophene ring, fused or not.
# Values run as follows: SR	MCF7	BT-549	MDA-MB-468	MDA-MB-435	MOLT-4	MDA-MB-231	K-562
CCc1cccc2c3c(sc12)C(c1ccc(Cl)cc1)c1c(nc(-c2ccc(Cl)cc2)[nH]c1=O)O3 (centres undefined)
 : 52	41	96	88	102	75	76	68
COc1ccc(C(=O)c2sc3nc(-c4ccccc4OC)ccc3c2N)cc1OC
 : 22	62	21	67	32	-45*	64	25
CCOC(=O)c1c(NC(=O)c2ccc([N+](=O)[O-])cc2)sc2c1CCCC2
 : 97	96	105	118	103	91	88	97
CC(=O)CSc1nc(-c2cnccn2)cc(-c2cccs2)c1C#N
 : 108	82	88	75	89	87	84	100

# Carrying on:
# Values run as follows: SR	MCF7	BT-549	MDA-MB-468	MDA-MB-435	MOLT-4	MDA-MB-231	K-562
CCCCc1nc(Cl)c(C2CC(c3ccc(C(F)(F)F)cc3)=NN2c2cc(Cl)cc(Cl)c2)[nH]1 (centres undefined)
 : 100	87	90	86	96	79	86	78
CCN(CC)CCCNCc1cc(-c2ccccc2)nc2ccccc12
 : 4.4*	36	76	91	53	8.2*	31	24
O=C(c1c[nH]c(=O)c(-c2ccccc2)c1)c1ccccc1O
 : /	93	93	81	97	96	99	78
C/C(=C\CCc1ccoc1)CC/C=C(\C)CCCN1CCCCC1
 : 90	70	80	57	92	92	79	76
C=C(C)[C@@H]1CC[C@]2(C=O)CC[C@]3(C)[C@H](CC[C@@H]4[C@@]5(C)CCCNC(C)(C)[C@@H]5CC[C@]43C)[C@@H]12
 : -31*	30	89	65	67	49	91	1.0*
O=C(c1cccc(F)c1)n1ccc2cc(NC(=S)Nc3cccnc3)ccc21
 : 82	86	98	92	99	85	106	96
COc1c(/C(C)=N/N=c2sc(C(C)=O)nn2-c2ccc(C)cc2)c(Oc2ccccc2)c(OC)c2occc12
 : 97&95	94&89	103&109	103&86	111&96	93&96	96&97	99&87
C=C[C@H]1[C@H](O[C@@H]2OC(CO)[C@@H](O)[C@H](O)C2OC(=O)c2c(O)cc(O)cc2-c2cccc(O)c2)OC=C2C(=O)OCC[C@H]21 (some centres undefined)
 : /	93	95	97	102	/	96	/
CC(=O)OCCCN1C=C/C(=C\C(=O)n2ccc3ccccc32)c2ccccc21
 : 89	82	112	74	104	103	91	88
N#Cc1c(Nc2cccc(Cl)c2)sc(C(=O)c2cc3cc(Cl)ccc3o2)c1N
 : /	70	113	100	86	67	76	52
C=C(C)[C@@H]1CC[C@]2(C(N)=O)CC[C@]3(C)[C@H](CC[C@@H]4[C@@]5(C)C/C(=C/c6ccncc6)C(=O)C(C)(C)[C@@H]5CC[C@]43C)[C@@H]12
 : /	37	79	78	74	53	78	34
CSc1nn2c(=O)c3c4c(sc3nc2n1-c1ccc(C)cc1)CN(C)CC4
 : 92	100	103	117	105	94	109	106
CCOC(=O)c1c(C)nc2c(c1N)CC(=O)N2Cc1ccc(C)cc1
 : 94	93	91	116	102	92	86	92
OCCn1cc(-c2nc(-c3c[nH]c4ncccc34)cs2)c2cc(F)ccc21
 : 22	48	69	-11*	5.0*	55	64	22
C(COC1CC2CC1C1C2CC2OC21)OC1CC2CC1C1C2CC2OC21 (centres undefined)
 : 113	101	108	80	/	103	88	110
Cc1nc2cc(Nc3nc(NCCN)nc(Nc4ccc(F)cc4)n3)ccc2n1Cc1ccccc1
 : -27*	69	90	73	80	-14*	60	-37*
Cn1c(N)c(C(=O)/C=C/c2ccccc2)c(=O)n(C)c1=O
 : 103	89	106	109	103	98	106	98
COc1ccc(-n2c(-c3csc(N)n3)n[nH]c2=S)c(OC)c1
 : 86	99	/	114	100	77	91	74
c1ccc(N=C2c3ccccc3-c3ccccc32)cc1
 : 99	93	90	98	110	111	101	99
Cc1nc2ccccc2c(=O)n1-c1ccc2c(c1)nc(C)n2Cc1ccccc1
 : 103	92	91	98	104	98	92	98
C#CCOc1c(OC)cc(C(=O)/C(C)=C/c2cccc(N=[N+]=[N-])c2)cc1OC
 : 29	16	11	24	-19*	22	30	14
Cc1cc(-c2ccccc2)n[nH]1
 : 99	100	109	105	97	98	102	/
Cn1ccc(-n2nnc(-c3nc4ccccc4[nH]3)c2N)n1
 : 68	101	94	110	105	96	116	86
Nc1ccc(NC(=O)c2cc(Cl)ccc2O)c(Cl)c1
 : 99	82&77	103	93&99	106&103	99&85	102&92	95&91
COC1OC(C)(C(OC)OC)CCC1C (centres undefined)
 : 99	107	106	98	97	103	98	104
OCCN(CCO)c1ccc2c(c1)Cc1ccccc1-2
 : 106	84	100	77	108	87	93	91
N#CC1=C(N)Oc2cc(N)ccc2C1c1ccc(F)cc1 (centres undefined)
 : 21	64	69	45	-22*	71	83	25
NC(N)=N/N=C/Cc1ccccc1
 : 98	87	99	97	104	96	127	102
Cn1c(=O)c2c3c(oc2c2ccccc21)C(=O)c1ccccc1C3=O
 : /	68	77	-9.9*	104	2.4*	12	69
CN(C)C(=S)SCc1cccs1
 : /	96	111	107	102	107	104	101
CCCCCCN(CCCCCC)C(F)(F)C(=O)Nc1ccc(S(=O)(=O)c2ccc(NC(=O)C(F)(F)N(CCCCCC)CCCCCC)cc2)cc1
 : 67	74	66	26	92	59	90	64
CC(=O)Nc1cccc(CC(=S)N2CCOCC2)c1
 : 111	109	120	112	117	107	109	108
COc1ccc(NC(=O)CSc2nnc(-c3cc(F)c(Cl)cc3Cl)n2N)cc1
 : 80	93	104	/	99	70	101	73
O=C(Nc1cccc(C2=NCCN2)c1)c1ccc(OCCCOc2ccc(C(=O)Nc3cccc(C4=NCCN4)c3)cc2)cc1
 : 12	0.8*	35	-24*	-72*	25	-11*	27
CC1=NC(C)(C)CC2CCC(O)C12 (centres undefined)
 : 102	95	108	102	109	108	108	102
CC(C)=CC=C(C)C
 : 98	101	113	123	107	99	121	96
CN(CCn1ccnc1[N+](=O)[O-])c1ccc(C=O)cc1
 : /	104	107	99	98	110	107	97
COc1ccc(OC)c(/C=N/NC(=O)Cn2c(-c3ccc(C)cc3)nc3cc4nc5ccccc5nc4cc32)c1
 : 92	100	104	124	110	95	103	95
O=C(N/N=C\c1cc([N+](=O)[O-])ccc1O)C(=O)N/N=C\c1cc([N+](=O)[O-])ccc1O
 : 96	96	98	120	103	100	98	90
COCCNC(=O)Nc1ccc2nc(-c3cccs3)c(-c3cccs3)nc2c1
 : 67	79	94	/	94	86	92	83
O=C1/C(=C/c2c[nH]c(=O)[nH]c2=O)SC(=S)N1Cc1ccccc1
 : 99	89	107	109	100	103	101	101
c1cc2nc(-c3cn[nH]c3)c3c(c2cc1-c1cn[nH]c1)C1CCC3C1 (centres undefined)
 : /	49	62	79	75	63	53	65
Cc1ccc(S(=O)(=O)Nc2ccc3ccccc3c2[N+](=O)[O-])cc1
 : 120	92	122	98	109	113	70	116
CCN(CC)CCOC(=O)Nc1cc(C)cc(C)c1
 : 111[100 µM]	101[100 µM]	98[100 µM]	107[100 µM]	103[100 µM]	114[100 µM]	107[100 µM]	100[100 µM]
CCCCSc1nnc(-c2c(C)nc3ccc(Cl)cn23)o1
 : /	47	87	74	104	80	62	88
O=S(=O)(Nc1ccc(Cl)nn1)c1ccc(Nc2nc3ccccc3s2)cc1
 : 101	82	105	95	110	120	86	102
CCOC(=O)c1cc2c(n1Cc1cc(OC)c(OC)c(OC)c1)-c1nc(NC(C)=O)sc1CCC2
 : 67	61	83	89	92	61	64	66
CC(C)Cn1c(O)c(N=NC(=O)Cc2c[nH]c3ccccc23)c2ccccc21
 : 66	96	87	88	84	88	80	80
S=C(Nc1ccc(Oc2ccc(NC(=S)NC3CCCCC3)cc2)cc1)NC1CCCCC1
 : 58	79	75	66	75	62	63	/
O=C(NCc1ccccc1)C(c1ccc(O)c(O)c1O)N(C(=O)c1cc(O)c(O)c(O)c1)c1ccc(F)cc1 (centres undefined)
 : 98	98	97	94	105	95	97	89
CCN(CC)CCC(CN=C(N)N)c1ccc(Cl)c(Cl)c1 (centres undefined)
 : 96	91	92	94	103	103	101	106
COc1cc(C2N=C(N)N=C(N)N2c2ccc(S(N)(=O)=O)cc2)cc(OC)c1OC (centres undefined)
 : 88	105	103	113	102	95	104	94
C=C(C)Cn1c(SCC(=O)c2cccs2)nc2sc3c(c2c1=O)CCCC3
 : 44	47	81	69	56	42	66	41
CO[C@@]1(NC(=O)C(C(=O)O)c2ccc(O)cc2)C(=O)N2C(C(=O)O)=C(CSc3nnnn3C)CO[C@@H]21 (some centres undefined)
 : /	98	98	98	108	99	108	113
Cc1nc2c3c(ncn2n1)Oc1c(c(=O)[nH]c2ccccc12)C3c1ccc(Cl)cc1 (centres undefined)
 : 100	92	-53*	109	102	101	88	94
Cc1ccc(/C(=N/c2sc(-c3ccccc3)nc2-c2ccccc2)N2CCCC(C)C2)cc1 (centres undefined)
 : 112	98	117	113	107	109	103	109
Cc1ccc(Cl)cc1N1CCN(C(=O)[C@@H]2C[C@@H]2c2ccc(F)cc2)CC1
 : 80	91	98	75	98	78	102	76

# Hits appear at their usual frequency, and some 15% of all compounds hit somewhere here.
